# Source: PubChem
# PglD inh – inhibitors of Campylobacter jejuni PglD acetyltransferase. purified PglD enzyme, DTNB colorimetric CoA detection. actives 0.098% (n = 360,000). inhibition, % at 12.5 µM; in the data active = inhibition above about 16%, passing the limit was not always enough; note: strong numbers were not always called active
# E-selectin induc – E-selectin induction on HUVECs; P16581; HUVEC E-selectin immunofluorescence imaging; normalized: neutral wells 0, TNF-alpha wells 100; actives 0.37% (n = 260,000); AID 686992; activation, % at 7.58 µM;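 active = mean E-selectin-positive cell signal at least 10% of the positive control, reached in at least 60% of replicates, without over 20% cell loss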;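 note: in these data hits start at about 27%; measured in HUVEC primary endothelial cells; signal is the percent of cells scored E-selectin positive by PE staining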
#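 Test system: HUVEC; input: 3,000 HUVEC/well; measured by: immunofluorescence imaging; read-out: % PE-positive cells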
# miR-122 sensor – blocks miR-122 activity in Huh7 sensor cells; Huh7 miR-122 Renilla luciferase sensor, 48 h; neutral wells = 0, positive control = 100; activation (reporter increase), % at 12.5 µM; actives 0.3% (n = 340,000); AID 602342;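 active = mean replicate activation score at least 90 and every replicate individually at or above 90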;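 note: higher luciferase means less miR-122 activity so hits act as miR-122 inhibitors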
# RAD52 anneal inh – blocks human RAD52 DNA annealing. P43351. recombinant RAD52 DNA annealing, FRET fluorescence. inhibition, % at 18.7 µM. actives 0.46% (n = 360,000);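 active = every replicate showing at least 50% inhibition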
# PGC1a acetyl inh – modulators of PGC1a acetylation | actives 0.17% (n = 350,000) | inhibition, % at 15.6 µM | U2OS PGC1a acetylation, AlphaScreen anti-acetyl-lysine; with virally co-expressed GCN5 acetyltransferase;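 active = every replicate shows inhibition of at least 40%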;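 note: 0% = neutral control wells and 100% = positive control wells; some results beyond the cut were filed as inactive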
# Cneo AK release – causes C. neoformans cell lysis; adenylate kinase release luminescence, 4 h; normalised: neutral wells 0, clomiphene wells 100; lysis activity, % at 15 µM; actives 0.2% (n = 360,000);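 active = mean lysis activity across replicates of at least 80%, whatever share of replicates individually reach that level; inactive = mean lysis activity below 80%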
#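 Test system: log-phase Cryptococcus neoformans yeast cells. Input: 5 × 10^6 yeast cells/mL. Medium: fresh YPD growth medium. Doses: single dose. Incubation: static 4 h at 37 °C with compound, 1 h detection. Measured by: luminescent adenylate kinase detection reagent. Read-out: signal increase indicating cell lysis. Benchmarks: Clomiphene.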
# RAD54 inh – inhibitors of human RAD54 branch migration; RAD54 Holliday junction branch migration, FAM/BHQ fluorescence; Q92698; inhibition, % at 10.4 µM; actives 0.14% (n = 360,000);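 active = mean normalized replicate activity at least 40 and at least half of replicates scoring 40 or more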;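 note: 0% = median of neutral control wells and 100% = median of positive control wells; inhibitors cause a drop in the FAM fluorescence signal; in these data hits start at about 50%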
# ERAP1 inh – ERAP1 (human) enzyme inhibition. Q9NZ08. recombinant ERAP1, Leu-AMC fluorescence, 60 min. inhibition, % at 10.7 µM. actives 0.15% (n = 340,000). AID 652197;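 active = mean replicate inhibition of at least 30%, or all replicates individually reaching that 30% level; inactive = mean below 30% and not every replicate reaching it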;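 note: 0% = neutral control wells and 100% = L-leucinethiol positive control wells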
# Target sequence (Q9NZ08 whole entry, looked up): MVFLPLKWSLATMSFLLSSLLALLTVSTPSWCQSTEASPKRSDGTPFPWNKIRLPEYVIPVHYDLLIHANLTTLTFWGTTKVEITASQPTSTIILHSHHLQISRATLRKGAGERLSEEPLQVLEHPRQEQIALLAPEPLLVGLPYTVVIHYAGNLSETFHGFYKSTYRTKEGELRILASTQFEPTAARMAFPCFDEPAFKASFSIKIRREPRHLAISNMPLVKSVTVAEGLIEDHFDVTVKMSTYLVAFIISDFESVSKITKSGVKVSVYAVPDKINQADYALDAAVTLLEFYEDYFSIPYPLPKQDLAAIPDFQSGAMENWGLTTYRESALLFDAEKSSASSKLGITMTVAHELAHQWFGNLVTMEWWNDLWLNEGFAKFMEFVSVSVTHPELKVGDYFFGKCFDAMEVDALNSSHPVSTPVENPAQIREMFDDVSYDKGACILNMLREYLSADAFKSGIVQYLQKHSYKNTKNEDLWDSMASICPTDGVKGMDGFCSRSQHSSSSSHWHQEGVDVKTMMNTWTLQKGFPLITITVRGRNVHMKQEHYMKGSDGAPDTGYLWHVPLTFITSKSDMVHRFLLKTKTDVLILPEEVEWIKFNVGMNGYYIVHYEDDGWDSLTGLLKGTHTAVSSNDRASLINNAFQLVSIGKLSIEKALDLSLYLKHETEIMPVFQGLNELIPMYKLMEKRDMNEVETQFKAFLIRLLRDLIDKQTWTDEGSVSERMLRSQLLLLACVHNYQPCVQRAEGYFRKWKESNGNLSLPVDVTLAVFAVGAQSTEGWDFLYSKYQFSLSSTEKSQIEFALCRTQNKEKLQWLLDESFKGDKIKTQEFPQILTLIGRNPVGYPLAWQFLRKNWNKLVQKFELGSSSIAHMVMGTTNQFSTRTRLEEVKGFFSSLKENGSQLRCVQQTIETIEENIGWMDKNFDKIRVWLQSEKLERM
# * marks the source's active call; other numbers are inactive results; . = no result given; [ ] = remark or other dose.
SMILES,PglD inh,E-selectin induc,miR-122 sensor,RAD52 anneal inh,PGC1a acetyl inh,Cneo AK release,RAD54 inh,ERAP1 inh
C[C@H](O)[C@@H]1C(=O)N2CCc3ccc(-c4cccc(F)c4)cc3[C@@H]2C[C@@H]1N(C)S(=O)(=O)c1ccccc1,1,-0.5,3,-23,12,1,-16,-1
COc1cccc(-n2c(SCC(N)=O)nnc2-c2ccco2)c1,9,0.1,2,0,0,4,-5,4
CC1CCCC(C)N1C(=O)CSc1nnc(C2CCCCC2)o1 (stereo not drawn),5,.,-1,.,8,-2,0,.
CC(OC(=O)c1ccc(NC(=O)CC#N)cc1)C(=O)Nc1ccc(S(=O)(=O)N2CCCC2)cc1 (stereo not drawn),-4,-0.1,0,-27,.,0,11,0
COCC(=O)N(C)C[C@@H]1Oc2cc(C#C[C@H](C)O)ccc2S(=O)(=O)N([C@@H](C)CO)C[C@@H]1C,-1,0.7,0[16.7 µM],5,0,2,11,-2
O=C1C=CC(=O)C(C2=C3C(=O)N(CCc4ccccc4)CC(=O)N3CCC2)=C1,3,.,.,-13,.,2,-7,5
C[C@@H]1CCCCO[C@@H](CN(C)C(=O)c2ccncc2)[C@H](C)CN([C@@H](C)CO)C(=O)c2cc(NC(=O)C3CCCCC3)ccc2O1,1,-0.1,-3[16.7 µM],6,5,2,3,1
C[C@H]1CCCCO[C@@H](CN(C)C(=O)Nc2cccc3ccccc23)[C@@H](C)CN([C@@H](C)CO)C(=O)c2cc(NS(=O)(=O)c3ccc(F)cc3)ccc2O1,0,-0.3,-3[16.7 µM],17,2,4,2,-2
CNC(=O)COc1coc(CN2CCN(c3ccccc3)CC2)cc1=O,-2,.,1,1,-3,0,0,2
CCOC(=O)N1CCN(C(=O)c2ccc3c(c2)N(CC)CCS3)CC1,-5,0.3,.,-6,.,5,-11,3
CC(=O)Nc1ccc(NC(=O)C(C)OC(=O)/C(C#N)=C/c2ccc(N(C)C)cc2)cc1 (stereo not drawn),-15,.,.,-186,4,-4,-16,0
CCNc1c(NC(=O)c2ccc3c(c2)OCO3)c(=O)oc2ccccc12,-3,.,0,-1,7,8,10,-2
Cc1cc(C)c(C)c(S(=O)(=O)Nc2ccccc2C(=O)NN2CCOCC2)c1C,-6,-0.1,2,2,-20,3,-10,-3
O=C(C[C@@H]1C=C[C@@H](NS(=O)(=O)c2ccc(F)cc2)[C@H](CO)O1)N1CCc2ccccc2C1,-3,0.0,.,-12,1,-3,1,2
O=C(Nc1cccc(C(=O)NC2CC2)c1)c1ccccc1,3,0.1,2,13,10,0,-3,1
C=CCn1c(SCC(=O)Nc2sc(C)c(C)c2C(=O)OCC)nnc1-c1sc(N)nc1C,-3,.,-5,.,2,4,-1,.
O=C1C2(c3ccccc3)CN(CCO)CC1(c1ccccc1)CN(CCO)C2,-2,.,-1,.,-14,0,-8,.
COc1ccc(S(=O)(=O)Nc2ccc3c(c2)C(=O)N([C@@H](C)CO)C[C@@H](C)[C@H](CN(C)C(=O)Nc2cccc4ccccc24)OCCCC[C@@H](C)O3)cc1,-1,2.9,-5[16.7 µM],.,-12,-1,4,.
CCCNC(=O)N1[C@H](C#N)[C@H](c2ccccc2-c2ccc(OC)cc2)[C@@H]1CO,.,0.0,.,-55,-11,.,.,2
Cc1cccc(N(C)S(=O)(=O)c2ccc(-c3cnc(C4CC4)o3)cc2)c1,2,.,.,6,.,2,-8,-1
CCN(CC(=O)Nc1ccc(NC(C)=O)cc1)C(=O)c1sc2nc3n(c(=O)c2c1C)CCC3,4,-0.1,-1,-7,5,1,-3,-2
CCOc1ccc(OCC)c(NC(=O)C2CCN(S(=O)(=O)c3ccc4c(c3)CC(C)N4C(C)=O)CC2)c1 (stereo not drawn),1,.,-2,-4,18,7,3,-1
CCCN1[C@H](C(=O)N[C@H](C)c2ccccc2)[C@@H](CO)[C@@H]2Cn3c(ccc(-c4ccc(F)cc4)c3=O)[C@@H]21,4,-0.5,-1[16.7 µM],-21,.,34,3,1
COC(=O)[C@H](CC(C)C)NCc1cccc(CN[C@@H](CC(C)C)C(=O)OC)c1,0,0.7,6,1,6,0,-20,-1
O=C(Cc1ccccc1)NC(NC(=S)Nc1cc(Cl)ccc1Cl)C(Cl)(Cl)Cl (stereo not drawn),-8,.,-4,.,-12,2,0,.
Cc1cccc(N(CC(=O)NC2CCCC2)C(=O)CCC(=O)Nc2cc(C)on2)c1,-1,-0.1,-4,-12,-1,0,12,2
Cc1cc(CNC(=O)c2ccc3oc(C(C)C)nc3c2)nn1C,-1,.,-5,-7,-2,3,5,-8
CC1(C)CC(=O)C2=C(C1)OC(N)=C(C#N)C2Cc1ccccc1 (stereo not drawn),0,.,-8,-12,-10,3,7,-3
CC1CCC(C(C)C)C(OC(=O)COC(=O)c2ccc(=O)[nH]c2)C1 (stereo not drawn),-5,.,-11,.,8,-6,-4,.
Cc1c(NC(=O)C(C)OC(=O)CNC(=O)c2ccccc2)c(=O)n(-c2ccccc2)n1C (stereo not drawn),-4,.,-19,.,.,-1,5,.
COCC(=O)Nc1ccc2c(c1)OC[C@@H](C)N(CC1CCCCC1)C[C@H](C)[C@@H](OC)CN(C)C2=O,1,-0.2,.,-1,-35,-8,-14,-1
CC12CC3CC(C)(C1)CC(C(O)CN1CCOCC1)(C3)C2 (stereo not drawn),-3,.,-3,-14,4,2,-10,-1
COC(=O)c1c(C)[nH]c(C(=O)COC(=O)CCNS(=O)(=O)c2cccc(C(F)(F)F)c2)c1C,2,-0.9,.,-14,4,-1,1,2
CCOC(=S)N/C(=N\S(=O)(=O)c1ccccc1)c1ccccc1,-3,.,17,.,-13,-1,5,.
O=C(C[C@@H]1C[C@@H]2c3cc(NC(=O)NC4CCCCC4)ccc3O[C@@H]2[C@@H](CO)O1)NCCc1ccccc1,.,2.3,.,7,7,.,.,2
CCCNC(=O)c1c(N)n(-c2cccc(OC)c2)c2nc3ccccc3nc12,0,.,-5,-7,-10,2,12,-8

# Only PGC1a acetyl inh, ERAP1 inh and miR-122 sensor, for some of the entries so far:
SMILES | PGC1a acetyl inh | ERAP1 inh | miR-122 sensor
CC1CCC(C(C)C)C(OC(=O)COC(=O)c2ccc(=O)[nH]c2)C1 (stereo not drawn) | 8 | . | -11
Cc1c(NC(=O)C(C)OC(=O)CNC(=O)c2ccccc2)c(=O)n(-c2ccccc2)n1C (stereo not drawn) | . | . | -19
CC12CC3CC(C)(C1)CC(C(O)CN1CCOCC1)(C3)C2 (stereo not drawn) | 4 | -1 | -3
CCCNC(=O)c1c(N)n(-c2cccc(OC)c2)c2nc3ccccc3nc12 | -10 | -8 | -5
CC1(C)CC(=O)C2=C(C1)OC(N)=C(C#N)C2Cc1ccccc1 (stereo not drawn) | -10 | -3 | -8

# Next compounds:
SMILES,PglD inh,E-selectin induc,miR-122 sensor,RAD52 anneal inh,PGC1a acetyl inh,Cneo AK release,RAD54 inh,ERAP1 inh
COC(=O)c1cc(C)ccc1OCc1ccc([N+](=O)[O-])cc1,23*,.,-5,-1,.,2,2,-3
OC[C@@H]1[C@H](c2ccc(-c3ccccc3F)cc2)[C@H]2CN(Cc3ccncc3)CCCCN12,-1,-0.1,3[16.7 µM],.,-10,1,1,.
COc1cccc(N2C(=O)C3CCCN3C2c2ccc(N(C)C)cc2)c1 (stereo not drawn),5,.,-3,-89,.,2,6,-3
Cn1c(=O)c2ncn(CC(=O)NC3CCCCCC3)c2n(C)c1=O,2,.,12,.,17,1,-6,.
N#CC1=C(N)Oc2n[nH]c(-c3ccccc3)c2C1c1cccnc1 (stereo not drawn),1,-0.2,-7,.,12,0,6,.
Cc1ccc(C(=O)NC(C(=O)OCc2cn3cc(Cl)ccc3n2)C(C)C)cc1 (stereo not drawn),5,.,.,-18,.,1,3,2
Cc1ccc(NC(=O)O/N=C/c2ccc(F)cc2)cc1,-8,0.1,-4,-3,4,-2,-6,-2
CC(C)CC(COCc1ccc([N+](=O)[O-])cc1)N1CCN(C(=O)c2ccc(C(F)(F)F)cc2)CCC1=O (stereo not drawn),2,-0.2,3,-15,5,-1,11,3
Cc1ccc(-c2ccc3c(c2)O[C@H](CN(C)Cc2cccnc2)[C@H](C)CN([C@@H](C)CO)S3(=O)=O)cc1,1,-0.7,-17[16.7 µM],4,-28,9,3,0
CC1CCN(C(=O)c2[nH]cnc2C(=O)N[C@@H](CCCCNC(=O)OC(C)(C)C)C(=O)OC(C)(C)C)CC1,-2,-0.2,4,-7,-10,4,-2,-2
Cc1csc(NC(=O)CSc2nc(C)nc3c2c(=O)n(C)c(=O)n3C)n1,-4,.,-7,1,2,-2,-4,1
C[C@@H]1CN([C@@H](C)CO)C(=O)c2cc(NS(=O)(=O)c3ccc(Cl)cc3)ccc2O[C@@H](C)CCCCO[C@H]1CN(C)C(=O)C1CCCCC1,-1,-0.1,-13[16.7 µM],1,2,-2,-5,3

# Reprinted at random: two records from the list, in no set order.
SMILES,PglD inh,E-selectin induc,miR-122 sensor,RAD52 anneal inh,PGC1a acetyl inh,Cneo AK release,RAD54 inh,ERAP1 inh
Cc1csc(NC(=O)CSc2nc(C)nc3c2c(=O)n(C)c(=O)n3C)n1,-4,.,-7,1,2,-2,-4,1
C[C@@H]1CN([C@@H](C)CO)C(=O)c2cc(NS(=O)(=O)c3ccc(Cl)cc3)ccc2O[C@@H](C)CCCCO[C@H]1CN(C)C(=O)C1CCCCC1,-1,-0.1,-13[16.7 µM],1,2,-2,-5,3

# Continuation:
SMILES,PglD inh,E-selectin induc,miR-122 sensor,RAD52 anneal inh,PGC1a acetyl inh,Cneo AK release,RAD54 inh,ERAP1 inh
N#Cc1ccc(C(=O)NCC(c2ccco2)N2CCCC2)cc1 (stereo not drawn),7,.,-10,.,2,-2,-1,.
O=C1c2ccccc2-c2ccccc2NC1O (stereo not drawn),3,.,-4,3,-7,4,2,-3
Cc1ccc2nc(SCC(=O)c3ccc(Cl)s3)[nH]c2c1,0,.,9,-87,-4,13,-1,-2
COc1ccc(C)cc1S(=O)(=O)N1CCCC(N2CCN(c3ccccc3)CC2)C1 (stereo not drawn),-2,0.0,0,-6,2,-1,-4,2
O=C(CSc1nnc2ccccn12)Nc1ccccc1Cl,8,-0.2,.,-11,3,-1,-2,6

# This is a random part of the collection; 1.4% or so of the library scored in one or more.
